# FLuc inh – Firefly luciferase inhibition profiling of diverse chemical library using quantitative high-throughput screening. Luciferin 4-monooxygenase (Photinus pyralis), P08659. purified P. pyralis luciferase, luminescence, biochemical. Potency, µM (doses to about 115 µM), for inactives: at the highest dose activity change, negative = inhibition, usual class: inhibitors. hit rate 2.5% among 76,000; note: potency is the fitted concentration of half-maximal effect; nearly all actives have a fitted effect of over 65% in size
# Target sequence (P08659 whole entry, looked up): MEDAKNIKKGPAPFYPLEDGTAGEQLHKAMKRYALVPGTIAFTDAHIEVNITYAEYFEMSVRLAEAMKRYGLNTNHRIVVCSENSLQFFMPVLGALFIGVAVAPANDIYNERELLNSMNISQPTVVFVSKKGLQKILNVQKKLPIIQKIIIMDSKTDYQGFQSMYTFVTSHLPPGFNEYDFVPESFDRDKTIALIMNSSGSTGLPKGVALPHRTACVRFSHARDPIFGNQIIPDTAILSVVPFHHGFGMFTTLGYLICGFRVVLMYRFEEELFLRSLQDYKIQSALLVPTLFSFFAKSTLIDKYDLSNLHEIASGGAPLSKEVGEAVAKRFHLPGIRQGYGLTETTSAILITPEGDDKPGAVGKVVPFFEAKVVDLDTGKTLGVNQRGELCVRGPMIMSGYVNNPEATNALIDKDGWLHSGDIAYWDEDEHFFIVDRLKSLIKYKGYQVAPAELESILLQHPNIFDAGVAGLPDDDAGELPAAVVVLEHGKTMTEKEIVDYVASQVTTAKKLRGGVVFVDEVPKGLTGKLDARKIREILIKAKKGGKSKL
#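 Luminescence read by CCD imaging after purified firefly luciferase (10nM final) was added to substrate buffer holding 10uM D-luciferin and 10uM ATP, pH 7.5, pre-dosed with compound.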
# SNCA expr inhib – Primary qHTS assay for inhibitors of alpha-synuclein gene (SNCA) expression. HEK-293 SNCA-luciferase knock-in, luminescence, 24 h. Potency, µM (top dose mostly 57.2 µM), without a hit: at the top dose activity change, negative = inhibition, actives largely listed as inhibitors. hit rate 0.17% among 140,000. AID 1671194, 2021;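 note: potency is the fitted concentration of half-maximal effect; plate controls were DMSO cells for no effect and cell-free wells for full effect; nearly all actives have a fitted effect of over 45% in size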
# HEK cytotox – Cytotoxic Profiling in HEK 293 Cell Line of Diverse Libraries Using Quantitative High-Throughput Screening. HEK 293 viability, ATP luminescence (CellTiter-Glo), 48-72 h. Potency, µM (highest dose often 115 µM), inactives show at the highest dose activity change, negative = cytotoxicity, most hits filed as inhibitors. hit rate 6.6% among 94,000. AID 1345083, 2018; note: potency is the fitted concentration of half-maximal effect; nearly all actives have a fitted effect of over 60% in size
#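 HEK 293 cells seeded at 250 cells/well were exposed to compound for 48 or 72 hr at 37 degree Celsius. Viability taken as ATP content by CellTiter-Glo luminescence.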
# NIH3T3 tox – Cytotoxic Profiling in NIH 3T3 Cell Line of Diverse Libraries Using Quantitative High-Throughput Screening | NIH 3T3 viability, CellTiter-Glo ATP luminescence, 48-72 h | hit rate 4.3% among 94,000 | Potency, µM (titrated, usually from 96.7 µM), for the others: top-dose activity change, negative = cytotoxicity, most hits filed as inhibitors | AID 1345082, 2018; note: potency is the fitted concentration of half-maximal effect; nearly all actives have a fitted effect of over 55% in size
#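 Cells were seeded at 400 per well, treated with pin-transferred compound, and kept 48 or 72 hr at 37 °C before CellTiter-Glo addition and luminescence imaging of cellular ATP.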
# GPT2 inhibitor – Primary qHTS assay for inhibitors of Glutamate pyruvate transaminase 2 (GPT2); Alanine aminotransferase 2 (Homo sapiens), Q8TD30; Recombinant GPT2, coupled pyruvate oxidase/HRP Amplex Red fluorescence; Potency, µM (top dose mostly 57.7 µM), for inactives: top-dose activity change, negative = inhibition, hits mostly inhibitors; hit rate 0.25% among 100,000; AID 1671188, 2021; note: potency is the fitted concentration of half-maximal effect; nearly all actives have a fitted effect of over 60% in size; many of its hits are not listed in these tables
#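 Recombinant GPT2 (10ng/uL) with 250uM a-KG and 2mM L-alanine, 30 min at room temperature, in HEPES pH 7.5 buffer. Pyruvate detected by pyruvate oxidase/HRP/Amplex Red fluorescence after 30 min in the dark; AOA (50uM) as positive control.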
# IP6K1 inh – Primary qHTS assay for small molecule inhibitors of Inositol hexaphosphate kinase 1 (IP6K1) | hit rate 0.81% among 140,000 | activity change, % (series mostly up to about 58 µM) | IP6K1 kinase, ADP-Glo luminescence, 2 h; stronger effect = lower value | Inositol hexakisphosphate kinase 1 (Homo sapiens), Q92551; in the data active = activity change below about -25%
# Target sequence (Q92551 whole entry, looked up): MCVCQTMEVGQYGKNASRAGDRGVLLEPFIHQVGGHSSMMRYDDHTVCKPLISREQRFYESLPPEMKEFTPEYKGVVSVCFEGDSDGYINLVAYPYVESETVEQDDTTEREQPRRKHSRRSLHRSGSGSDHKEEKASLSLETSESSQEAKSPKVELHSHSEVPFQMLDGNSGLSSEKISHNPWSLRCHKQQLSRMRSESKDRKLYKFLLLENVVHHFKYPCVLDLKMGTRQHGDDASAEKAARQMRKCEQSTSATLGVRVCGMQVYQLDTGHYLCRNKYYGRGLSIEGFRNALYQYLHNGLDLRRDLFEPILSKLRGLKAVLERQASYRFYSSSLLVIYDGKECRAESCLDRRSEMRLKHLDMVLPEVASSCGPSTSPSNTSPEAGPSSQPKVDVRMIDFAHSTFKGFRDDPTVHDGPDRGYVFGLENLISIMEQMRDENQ
#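 ADP-Glo luminescence measures ADP made by human IP6K1 during a 2 h RT reaction with ATP/IP6 (mix at 1.3 mM/130 uM); top library doses 57.5 and 19.1 uM final.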
# HEK293 viab – GF-AFC viability counterscreen for inhibitors of alpha-synuclein gene (SNCA) expression | HEK-293-SNCA-luc viability, GF-AFC fluorescence, 24 h | Potency, µM (series often up to 57.1 µM), without a hit: top-dose activity change, negative = cytotoxicity, usual class: cytotoxic | hit rate 0.12% among 150,000 | AID 1671193, 2021;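 note: potency is the fitted concentration of half-maximal effect; 0% = DMSO-treated cells and -100% = medium-only wells without cells; nearly all actives have a fitted effect of over 30% in size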
#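 HEK-293-SNCA-luc cells (1500/well) plated 24 h, then exposed 24 h to a dilution series; GF-AFC added 30 min at 37C, fluorescence 405/540 nm; normalised to medium-only and DMSO wells, Hill fit.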
# An asterisk follows results filed as active; i = inactive; ? = inconclusive; / = no result given; [ ] = remark or other dose. Unless noted, calls come from the whole dose curve; as a rule, active = well fitted curve in the direction sought with a large enough effect; inconclusive = small, poorly fitted or top-dose-only effect, or another doubt; inactive = no such curve, though single readings can be large; an effect the other way counts as inactive or inconclusive. Unless noted, % is set by controls: 0 for no effect and ±100 for the full control effect.
SMILES	FLuc inh	SNCA expr inhib	HEK cytotox	NIH3T3 tox	GPT2 inhibitor	IP6K1 inh	HEK293 viab
COCCC(=O)N[C@H]1CC[C@]2(C)CC[C@@H](C(C)C(=O)NC3CCCCC3)[C@H](O)[C@H]2[C@@H]1C (some centres not stated)	2%	-19%	-12%	-12%	i	-8	7%
Cn1nnc2c(NCc3ccc(Cl)cc3)ncnc21	/	-12%	/	/	/	-10	-5%
CC(=O)N[C@@H]1CCNC[C@@H]1c1nc(-c2ccccc2)no1	0%	82%[activator]	-4%	-11%	i	15	-6%
Cc1nc2ccn(Cc3ccccc3)c(=O)c2cc1C(=O)N1CCN(c2ccc(F)cc2)CC1	/	-23%	/	/	/	-7	?
CC(C)C[C@@H]1N[C@H](C(=O)NCCN2CCCC2)Cc2c[nH]c3cccc1c23	-15%[172 µM]	4%[87.6 µM]	?	?	i	22	-3%[87.6 µM]
COc1cccc(-c2cc(C(=O)NCc3cc(C)on3)c3c(c2)N(C)CCO3)c1OC	-9%[172 µM]	-12%[87.6 µM]	?	-22%[138 µM]	4%[88.5 µM]	-11	-19%[87.6 µM]
O=C(Nc1cc(Cl)cc(Cl)c1)c1ccc(F)c(S(=O)(=O)N2CCc3ccccc32)c1	/	?	/	/	/	1	-27%
COc1ccc(C2=NOC3(CCCN(C(=O)c4ccc(C(F)(F)F)cc4)C3)C2)cc1 (configuration not stated)	/	10%	?	?	i	3	-24%
CN(C)CCNC(=O)c1n[nH]c2c1CN(C(=O)c1cccc(OC(F)(F)F)c1)CC2	/	-3%	i	-7%	-3%	1	1%
Cc1ccc(NC(=O)c2ccc3nc(-c4ccccn4)oc3c2)cc1	/	40%[activator]	?	-27%	i	1	-1%

# Remaining list, next part.
SMILES	FLuc inh	SNCA expr inhib	HEK cytotox	NIH3T3 tox	GPT2 inhibitor	IP6K1 inh	HEK293 viab
O=C1NCCN2CC3(CCN(S(=O)(=O)c4ccccc4)CC3)CC12 (configuration not stated)	-3%	12%	i	i	i	6	?
COc1ccc(C)cc1NC(=O)CN(c1cc(C(F)(F)F)ccc1Cl)S(C)(=O)=O	/	-17%	/	/	/	17	-6%
O=C(c1ccc(F)cc1)N1CC[C@H]2COC(=O)N2c2cc(F)ccc2C1	6%[172 µM]	-26%[87.6 µM]	i	-2%[174 µM]	-7%[88.5 µM]	-3	-6%[87.6 µM]
Cc1nc(C)c(C(=O)N2CCCCCCNC(=O)[C@@H]3C[C@@H](c4nc(C(C)C)no4)C[C@@H]32)s1	-1%	-3%	-19%	4%	-2%	13	1%
Cc1cccc(N2CCN(C(=O)C3CCCN(C(=O)c4cc5sccc5n4C)C3)CC2)c1C (configuration not stated)	/	-27%	/	/	/	13	0%
CC(Oc1ccc2ccccc2c1)C(=O)N(C)Cc1ccc2nsnc2c1 (configuration not stated)	-5%	-9%	?	1%	i	0	2%
COc1ccc(-c2cnc3n[nH]c(-c4sccc4C)c3n2)cc1	5%[172 µM]	-16%[87.6 µM]	?	?	5%[88.5 µM]	18	2%[87.6 µM]
CCOCCNC(=O)c1nc2cccnc2n(CCc2ccccc2)c1=O	/	-8%	?	-2%	i	11	7%
O=C(NC1CCCC1)C1(CCO)CCN(c2ncccn2)C1 (configuration not stated)	-9%	-2%	-16%	0%	-8%	2	-8%
COc1cc2c(cc1NC(=O)COc1cc(C)ccc1C)oc1ccccc12	/	15%	/	/	/	2	-4%

# The list goes on.
SMILES	FLuc inh	SNCA expr inhib	HEK cytotox	NIH3T3 tox	GPT2 inhibitor	IP6K1 inh	HEK293 viab
COc1ccccc1-c1nc2cc(NC(=O)c3ccccc3Cl)ccc2o1	/	98%[activator]	/	/	/	-10	4%
Cc1cccc(CC(=O)N2C[C@@H](CN3CCCN(C)CC3)[C@@H](CO)C2)c1	-2%	21%	-3%	-1%	-6%	2	4%
Cc1noc(C)c1CC(=O)N1CCCC1c1nc(C2CCOCC2)no1 (configuration not stated)	-4%	-11%	1%	-2%	i	-3	-7%
Cc1ccc(NC(=O)N2CC=C(c3c[nH]c4ccccc34)CC2)cc1Cl	/	-9%	/	/	/	25	11%
CCN(CC)C(=O)C[C@@H]1CCNC[C@@H]1Cc1cc(-c2ccccc2)on1	2%[172 µM]	20%[87.6 µM]	?	?	0%[88.5 µM]	25	-6%[87.6 µM]
CCn1ccc(C(=O)N2CCOc3ccc(CN4CCCCC4)cc3C2)n1	8%	-9%	-12%	-11%	i	-9	6%
CCOc1ccc(CNC(=O)c2ccc(-c3nc(CSc4ccc(C)cc4)c(C)o3)cc2)cc1	/	4%	/	/	/	-5	-11%
COc1cccc(NC(=O)N2CCCC(O)(CNS(C)(=O)=O)CC2)c1 (configuration not stated)	2%	-15%	3%	-1%	-32%	7	3%
COc1cc(CNC(=O)c2cnc3c(c2)N(C(=O)Cc2ccc(C(C)C)cc2)CCC3)cc(OC)c1	-3%	?	?	?	-14%	5	-10%
COc1ccccc1C(=O)NCC(c1cccnc1)N1CCc2ccccc2C1 (configuration not stated)	/	1%	/	/	/	3	-23%

# Remaining list, next part
SMILES	FLuc inh	SNCA expr inhib	HEK cytotox	NIH3T3 tox	GPT2 inhibitor	IP6K1 inh	HEK293 viab
Clc1ccc(-c2cnc3n2C[C@H](CNCc2ccc4c(c2)OCO4)OC3)cc1	-2%[172 µM]	-16%[87.6 µM]	89µM*	?	-6%[88.5 µM]	8	-9%[87.6 µM]
Cc1noc2c(NCCc3ccccn3)cc(-c3ccccc3)nc12	3%[172 µM]	1%[87.6 µM]	?	?	-18%[88.5 µM]	14	-7%[87.6 µM]
COCCn1c(=O)c2c(n1Cc1ccccc1)CN(C(=O)COc1ccccc1)CC2	0%[172 µM]	-25%[87.6 µM]	i	22µM*	1%[88.5 µM]	-2	4%[87.6 µM]
O=C(c1ccccc1F)N1CCC(n2c(=O)[nH]c3ccccc32)CC1	/	-13%[87.6 µM]	?	-16%[138 µM]	-6%[88.5 µM]	-16	0%[87.6 µM]
COC(=O)CNC(=O)c1cc(-c2ccccc2OC)c2cnn(C)c2n1	/	-11%	1%	0%	0%	-10	0%
COCCNC(=O)c1coc(COc2ccc3c(c2)C(c2ccc(F)cc2)N(C(=O)C(C)C)CC3)n1 (configuration not stated)	-12%	19%	8.9µM*	-28%	i	-6	11%
CCCN(C)c1nccnc1OC1CCN(C(=O)C2CC2)C1 (configuration not stated)	40µM*	158%[activator]	-23%	?	i	38	11%
O=C(c1ncn[nH]1)N1C[C@@H](COCC2CC2)[C@H](c2ccccn2)C1	-23%	0.79µM*	?	-12%	i	2	-24%
COc1ccccc1N1CCN(C(=O)c2nn(-c3ccc(C)cc3)c(=O)n(C)c2=O)CC1	/	-2%	/	/	/	15	-7%
CCN1c2cc(C(=O)Nc3cccc(C#N)c3)ccc2C(=O)N2CCCCC21 (configuration not stated)	-1%	-9%	?	?	i	5	23%[12.5 µM]

# 8 entries already listed, arranged by molar mass, rising.
SMILES	FLuc inh	SNCA expr inhib	HEK cytotox	NIH3T3 tox	GPT2 inhibitor	IP6K1 inh	HEK293 viab
CCCN(C)c1nccnc1OC1CCN(C(=O)C2CC2)C1 (configuration not stated)	40µM*	158%[activator]	-23%	?	i	38	11%
Cc1noc2c(NCCc3ccccn3)cc(-c3ccccc3)nc12	3%[172 µM]	1%[87.6 µM]	?	?	-18%[88.5 µM]	14	-7%[87.6 µM]
O=C(c1ccccc1F)N1CCC(n2c(=O)[nH]c3ccccc32)CC1	/	-13%[87.6 µM]	?	-16%[138 µM]	-6%[88.5 µM]	-16	0%[87.6 µM]
COC(=O)CNC(=O)c1cc(-c2ccccc2OC)c2cnn(C)c2n1	/	-11%	1%	0%	0%	-10	0%
CCN1c2cc(C(=O)Nc3cccc(C#N)c3)ccc2C(=O)N2CCCCC21 (configuration not stated)	-1%	-9%	?	?	i	5	23%[12.5 µM]
COc1ccccc1C(=O)NCC(c1cccnc1)N1CCc2ccccc2C1 (configuration not stated)	/	1%	/	/	/	3	-23%
COCCn1c(=O)c2c(n1Cc1ccccc1)CN(C(=O)COc1ccccc1)CC2	0%[172 µM]	-25%[87.6 µM]	i	22µM*	1%[88.5 µM]	-2	4%[87.6 µM]
COCCNC(=O)c1coc(COc2ccc3c(c2)C(c2ccc(F)cc2)N(C(=O)C(C)C)CC3)n1 (configuration not stated)	-12%	19%	8.9µM*	-28%	i	-6	11%

# Later entries:
SMILES	FLuc inh	SNCA expr inhib	HEK cytotox	NIH3T3 tox	GPT2 inhibitor	IP6K1 inh	HEK293 viab
CCOc1ccc(C(=O)N2CCC[C@H]2c2nc(-c3ccccc3)no2)cc1OCC	-5%	8%	-21%	?	-24%	-1	-7%
COCCNC(=O)[C@H]1C[C@H](Oc2cccnc2)CN1C(=O)c1ccccc1	-5%	5%	-24%	-37%	2%	1	-2%
Cc1nn(C)c2c1c(-c1ccccc1)cc(=O)n2Cc1ccccc1C#N	/	-10%	/	/	/	7	17%
COC(=O)CNC(=O)C1c2ccccc2C(=O)N(CC(C)C)C12CCCCC2 (configuration not stated)	-2%	-11%	-9%	i	?	14	-5%
CCOc1cccc(CN2C[C@@H](CO)[C@H](C3CCN(C(C)=O)CC3)C2)c1	-3%	23%	?	-13%	4%	-11	1%[12.5 µM]
O=C(c1ccccn1)N1CCC2(CNc3ccccc3[S+](=O)([O-])N2)C1 (configuration not stated)	-3%	7%	?	-3%	i	11	-12%
CCn1cc(C(=O)NCCc2ccccc2)c(=O)c2cc(S(=O)(=O)N3CCOCC3)ccc21	/	-13%	/	/	/	-7	26%
CC(C)C[C@@H]1N[C@H](C(=O)NCc2ccco2)Cc2cn(Cc3nccn3C)c3cccc1c23	14%	3%	32µM*	?	-2%	9	-3%
CC(C)N1C[C@H](O)C[C@H]1c1nnc2n1CCN(C(=O)CCc1c[nH]c3ccccc13)CC2	-2%	-15%	-12%	-14%	i	5	4%
N#Cc1ccc(CN2CCCC3(C2)NC(=O)c2ccccc2O3)cc1 (configuration not stated)	-1%[172 µM]	1%[87.6 µM]	89µM*	?	3%[88.5 µM]	26	-7%[87.6 µM]
COc1ccc(-c2noc([C@@H]3C[C@H](NCc4ccc(F)cc4)CN3C)n2)cc1	63µM*	72%[activator][87.6 µM]	100µM*	?	3%[88.5 µM]	-8	-8%[87.6 µM]
CCCN(CC1CC1)c1nc(C)nc(Nc2c(Cl)cc(Cl)cc2Cl)c1Cl	/	-6%	/	/	i	/	21%
COc1ccc(CNC(=O)C[C@@H]2CCNC[C@@H]2Cc2cc(-c3ccc(OC)cc3)on2)cc1	-4%	7%	40µM*	?	-23%	16	2%

# Assay outcomes (PubChem BioAssay)

# Only part of the results is shown; count on the stated rates, not on these rows.
